# Screening data deposited in PubChem by several laboratories.
# hcDAF-12 act: H. contortus DAF-12 nuclear receptor activators, primary screen, cell-based, luminescence, HEK293, lit1-tk-luc reporter; HEK293 hcDAF-12 lit1-tk-luc reporter; 0% DMSO, 100% Δ7-dafachronic acid; activation, % at 6.8 µM; 370,000 tested, 1.4% active; AID 652067, 2013;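 active = activation above the mean of all tested compounds plus 3 SD, cut at about 5.5% in these data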;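 also: 100% = response to 3 µM Δ7-dafachronic acid high control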
# MBD2 DNA inh: inhibitors of MBD2 binding to methylated DNA, primary screen, biochemical, TR-FRET, DNA-binding domain, human; AID 686964, 2013; inhibition, % at 4.4 µM; Methyl-CpG-binding domain protein 2 (Homo sapiens), Q9UBB5; MBD2 binding to methylated oligonucleotide; 370,000 tested, 0.31% active; in the data active = inhibition above about 13%
# Target sequence (Q9UBB5 whole entry, looked up, the tested form may be a part): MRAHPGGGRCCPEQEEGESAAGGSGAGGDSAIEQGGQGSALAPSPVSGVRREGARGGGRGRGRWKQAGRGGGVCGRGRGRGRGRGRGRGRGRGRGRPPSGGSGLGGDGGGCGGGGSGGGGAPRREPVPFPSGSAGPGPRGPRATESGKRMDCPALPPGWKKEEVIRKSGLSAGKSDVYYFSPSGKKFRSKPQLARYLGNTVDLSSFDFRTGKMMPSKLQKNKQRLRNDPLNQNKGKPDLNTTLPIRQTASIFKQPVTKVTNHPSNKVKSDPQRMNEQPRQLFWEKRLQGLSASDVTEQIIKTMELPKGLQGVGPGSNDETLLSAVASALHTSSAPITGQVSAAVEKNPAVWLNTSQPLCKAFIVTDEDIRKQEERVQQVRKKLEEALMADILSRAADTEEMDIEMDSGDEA
# DAX1 inh-1: DAX1 (NR0B1) inhibitors, primary screen, cell-based, HEK293, Gal4-DAX1, luciferase luminescence | 340,000 tested, 0.99% active | inhibition, % at 6.75 µM | HEK293 Gal4-DAX1 luciferase reporter | AID 504766, 2011;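 active = inhibition above the mean over all tested compounds plus 3 SD, cut at about 4.2% in these data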;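 also: 0% = DAX1-transfected cells with DMSO and 100% = empty-vector control cells with DMSO; inhibition shows as a rise in luminescence from relieved DAX1 repression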
# hgDAF12 agonist: H. glycines DAF-12 receptor agonists, primary screen, cell-based, luminescence, HEK293, GAL4 fusion, UAS-luciferase. Nuclear hormone receptor DAF-12 (Heterodera glycines), GAL4 fusion. HEK293 GAL4-hgDAF12 UAS-luciferase reporter, agonist luminescence; normalized to butyrate control. activation, % at 6.8 µM. 370,000 tested, 1.8% active. AID 687014, 2013;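 active = activation above a cutoff set at the mean of all screened compounds plus 3 SD, cut at about 10% in these data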;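 also: 0% = DMSO wells and 100% = sodium butyrate wells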
# PLC-beta3 inh: human PLC-beta3 inhibitors, primary screen, biochemical, fluorescence. 1-phosphatidylinositol 4,5-bisphosphate phosphodiesterase beta-3 (Homo sapiens), Q01970. 370,000 tested, 0.18% active. Purified PLC-beta3, fluorogenic substrate. inhibition, % at 12.2 µM. AID 720704, 2013; in the data active = inhibition above about 11%;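 also: 0% = median of compound wells on plate and 100% = full blocker control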
# ADAM17 inh: ADAM17 inhibitors, primary screen, biochemical, QFRET; Disintegrin and metalloproteinase domain-containing protein 17 (Homo sapiens), P78536; inhibition, % at 6.95 µM; AID 720648, 2013; 370,000 tested, 0.83% active; recombinant ADAM17, EDANS/DABCYL FRET peptide cleavage;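 active = inhibition above the mean of compounds lying between control limits plus 3 SD, set per campaign, cut at about 8.5% in these data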;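 also: 0% = DMSO-only wells as the low control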
# Rev-erbA mod: modulators of Rev-erb alpha DNA binding, primary screen, biochemical, FITC-DNA, fluorescence polarization, uHTS; Nuclear receptor subfamily 1 group D member 1 (Homo sapiens), P20393; Rev-erbα–FITC-DNA binding, 90 min; activity, % at 10 µM; 370,000 tested, 0.79% active; AID 1259318, 2017;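 active = activity above about 14%, limit read from the data; passing the limit was not always enough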;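 also: 0% = DMSO wells with 35 nM protein and 100% = DMSO wells with 750 nM protein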
# Target sequence (P20393 whole entry, looked up): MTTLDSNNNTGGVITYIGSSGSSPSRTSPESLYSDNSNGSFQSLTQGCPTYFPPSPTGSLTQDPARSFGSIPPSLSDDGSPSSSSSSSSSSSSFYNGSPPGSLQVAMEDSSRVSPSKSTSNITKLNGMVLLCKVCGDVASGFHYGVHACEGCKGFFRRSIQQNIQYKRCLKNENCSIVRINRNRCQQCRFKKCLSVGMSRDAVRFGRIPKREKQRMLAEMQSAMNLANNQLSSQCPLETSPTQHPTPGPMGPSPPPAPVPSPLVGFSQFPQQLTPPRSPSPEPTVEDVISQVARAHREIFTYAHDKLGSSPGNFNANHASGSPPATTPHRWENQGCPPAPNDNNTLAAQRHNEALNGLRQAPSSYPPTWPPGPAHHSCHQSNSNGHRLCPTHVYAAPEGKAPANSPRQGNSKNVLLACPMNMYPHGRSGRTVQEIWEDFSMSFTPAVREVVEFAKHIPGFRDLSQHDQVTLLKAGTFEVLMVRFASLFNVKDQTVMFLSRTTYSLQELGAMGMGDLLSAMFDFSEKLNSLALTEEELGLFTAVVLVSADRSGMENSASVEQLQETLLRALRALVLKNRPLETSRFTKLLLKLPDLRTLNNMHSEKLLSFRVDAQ
# SMARCA2 activ: SMARCA2 (BRM) function activators, primary screen, cell-based, luminescence, high throughput; MG213 cells, MMTV-luciferase reporter, dexamethasone, overnight; 370,000 tested, 1% active; activation, % at 9.1 µM; in the data active = activation above about 7.8%;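 also: 0% = vehicle wells and 100% = reference activator wells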
# DAX1 inh-2: DAX1 (NR0B1) inhibitors on StAR promoter, primary screen, cell-based, luminescence, SF-1 (NR5A1), full-length DAX-1. HEK293T StAR-luciferase reporter, SF-1/DAX-1 repression relief. inhibition, % at 6.8 µM. 370,000 tested, 1.1% active. AID 652010, 2013;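 active = inhibition above the mean over all tested compounds plus 3 SD, cut at about 3.6% in these data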;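 also: 0% = DAX-1 cells with DMSO and 100% = cells lacking DAX-1 with DMSO; higher inhibition means more luminescence from relief of DAX-1 repression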
# PLC-gamma1 inh: PLC-gamma1 enzyme inhibitors, primary screen, biochemical, fluorescence, purified enzyme; fluorogenic substrate; inhibition, % at 12.2 µM; 370,000 tested, 0.84% active; AID 720700, 2013; in the data active = inhibition above about 9.5%
# ssDAF12 agonist: S. stercoralis DAF-12 nuclear receptor activators, primary screen, cell-based, luminescence, HEK293, GRIP1 co-expression, lit1-tk-luc; 370,000 tested, 1% active; HEK293 ssDAF-12/GRIP1 lit1-tk-luc reporter; % of 3 µM dafachronic acid response; Nuclear hormone receptor DAF-12 (Strongyloides stercoralis); activation, % at 6.8 µM;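 active = activation above the mean over all tested compounds plus 3 SD, cut at about 0.9% in these data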;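 also: 0% = DMSO-only wells and 100% = 3 µM delta7-dafachronic acid wells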
# Starred values were filed as active, the others as inactive; i = inactive; x = no result given. Outcome played no part in choosing rows. About 7.4% of those tested had a hit in this group.
SMILES,hcDAF-12 act,MBD2 DNA inh,DAX1 inh-1,hgDAF12 agonist,PLC-beta3 inh,ADAM17 inh,Rev-erbA mod,SMARCA2 activ,DAX1 inh-2,PLC-gamma1 inh,ssDAF12 agonist
COc1ccc(N2CCN(C(=O)C(=O)c3cc(OC)c(OC)c(OC)c3)CC2)cc1,-1.2,6,x,-0.8,-1,-1,-9,-6,-0.9,1,-0.7
CSc1nc(O)c(C(c2ccccc2)c2c(O)nc(SC)[nH]c2=O)c(=O)[nH]1,-0.6,-2,1.8,0.4,-5,-1,3,0,0.7,1,-1.1
CCCOc1ccc(CNC(=S)NCc2ccc(OC(C)C)cc2)cc1,-0.3,-1,-1.2,-1.2,-1,5,-2,-1,-0.6,2,-1.4
Cc1ccccc1NC(=O)N1CCCN(c2ccc(C#N)cn2)CC1,-0.4,-2,-1.1,0.2,-17,-3,2,0,-0.1,-6,-1.6
CCCOc1ccc(N2CC(C(=O)NCCc3ccc(OC)c(OC)c3)CC2=O)cc1 (stereo not given),-0.9,5,3.3,-1.2,-3,-1,2,1,0.2,2,-1.7
CCOc1ccc(N2C(=O)CC(SC(=NC)Nc3cccc(F)c3)C2=O)cc1 (stereo not given),-0.8,0,-0.2,-0.5,2,1,2,-3,0.1,1,-1.5
COc1ccc(Nc2nc(C)cc(=O)[nH]2)cc1,-2.0,3,-0.8,-1.5,-1,-12,0,-4,-0.3,-5,-0.8
CCOCCCNC(=O)CN1C(=O)COc2ccc(S(=O)(=O)N3CC(C)CC(C)C3)cc21 (stereo not given),0.2,-2,-0.3,-0.2,-2,0,-3,-2,-0.2,4,-1.7
CCCCN1C(=S)NC[C@@H]1Cc1ccc(O)cc1,-0.9,3,1.1,2.2,-2,1,0,3,0.5,0,-1.0
Cc1c(-c2cc(C(=O)O)c3ccccc3n2)cnn1C,-0.4,-6,-1.1,-1.6,-185,-192,2,-3,0.2,-118,-1.0
Nc1[nH]n2c(=O)cc(-c3ccccc3)nc2c1N=Nc1ccc(S(N)(=O)=O)cc1,-1.0,-6,0.4,3.2,-3,-5,16,-3,0.6,-1,-0.8
CC1(C)OCC(C2CC(c3ccccc3)NS(=O)(=O)O2)O1 (stereo not given),-0.7,1,-0.2,0.5,2,-3,-2,1,-0.2,0,-0.8
CN(C)CCOCCOc1ccc(Cl)cc1Br,-0.8,7,-0.3,-0.9,-6,-6,-8,-2,0.9,-1,-1.8
CCCNC(=O)C1(CC2CC(c3ccccc3)=NO2)CCNCC1 (stereo not given),-1.5,2,1.2,0.9,3,-1,-4,0,1.6,4,-0.6
CC(C)(C)N(Cc1ccccc1)C(=O)c1cc2ccccc2o1,-1.5,2,-0.5,-0.7,-4,-1,2,-3,-0.5,-1,-1.1
CCOc1ccccc1C(=O)N1CCN=C1SC,1.8,1,-0.3,1.0,-2,-3,4,-2,-0.1,1,-1.4
COc1ccccc1C(=O)Nc1ccc2c(c1)nc1n2CCN(C2CCCCC2)C1,-3.3,1,-0.6,-6.1,-252,-64,-10,2,-0.5,-183,-1.3
CC(C)n1nc(C(=O)NCCCN2CCCC2=O)c2ccccc2c1=O,-1.4,3,0.5,0.2,-5,0,-2,-2,-0.7,1,-1.1
CCn1nnc(-c2ccccc2NS(=O)(=O)c2ccc(C(=O)OC)cc2)n1,-1.1,2,-0.7,-2.1,0,3,2,-2,0.1,1,-2.1
NS(=O)(=O)c1cccc(NC(=O)CC2(CC(=O)O)CCCC2)c1,-0.8,1,2.1,-1.8,3,-3,-1,-1,-0.2,-2,-0.8
COC(=O)c1nc(-c2ccc(C)cc2)oc1N(C)C,5.2,-1,0.8,2.5,-30,-130,2,-1,-0.8,-24,1.0*
Cc1ccc(S(=O)(=O)N2CCOCC2)cc1NC(=O)COC(=O)Cc1cccs1,1.6,-7,-1.2,-0.2,-6,-1,1,0,-1.7,4,-0.6
O=C(NCc1ccco1)c1cnn2c(C(F)(F)F)cc(-c3cccs3)nc12,-1.1,-5,0.7,-0.4,i,-209,-5,1,-0.7,i,-1.2
CCCn1c(SCC(=O)Nc2cc(Cl)ccc2Cl)n[nH]c1=O,-0.2,6,-0.5,1.0,-7,-5,4,-3,-1.5,-1,-0.7
COc1cc([N+](=O)[O-])c(N2CCOCC2)c([N+](=O)[O-])c1OC,-1.3,1,0.9,-1.2,-5,-5,-3,-1,0.0,-1,-1.3
Cc1nc(N2N=C(c3ccc(Cl)cc3)CC2c2ccco2)sc1C(=O)N(C)C (stereo not given),-2.0,-3,0.5,2.6,i,-80,2,0,1.1,i,-1.7
CC1CCc2nn(CC(=O)Nc3ccc(F)cc3F)cc2C1 (stereo not given),0.9,1,-0.8,0.4,2,-2,0,3,-0.3,0,-1.2
COc1ccc2[nH]c3c(c2c1)CCN1C(=O)N([C@@H](C)C(=O)NC2CCN(Cc4ccccc4)CC2)C(=O)[C@]31C,-0.2,-4,0.2,-3.0,-12,-6,-5,-4,1.1,-11,-1.3
O=C(/C=C/c1ccco1)NCC1CCCO1 (stereo not given),-2.3,2,0.5,-0.7,-10,-10,1,1,-0.4,-8,-1.0
COC(=O)C1CN(C2CCCC2)CCS(=O)(=O)N1Cc1cn(Cc2ccc(C)cc2)nn1 (stereo not given),-1.3,-2,x,-1.9,5,4,-2,-3,0.8,2,-1.0
O=c1[nH]c2cc3c(cc2cc1C(c1nnnn1Cc1ccccc1)N1CCN2CCCC2C1)OCCO3 (stereo not given),0.3,-6,3.7,-0.2,-224,-183,2,-3,0.2,-153,-0.7
O=C(NC1CCCc2ccccc21)C1CCN(S(=O)(=O)c2ccccc2)CC1 (stereo not given),-2.8,2,3.1,-0.5,3,-1,-1,1,-0.3,2,-0.6
Nc1nc(-c2cccc(Br)c2)cs1,1.0,-5,1.7,4.6,2,-4,3,1,0.2,0,-0.9
CCCCNC(=O)c1onc(CSc2ccc(F)cc2)c1C(=O)NCCCC,-1.4,3,-1.1,0.1,0,2,0,0,-0.6,1,-1.4
Cc1nccc(-c2sc(-c3cccs3)nc2C)n1,4.8,-8,2.2,7.1,i,i,-1,3,0.5,i,-0.2
c1cnc2ccc(C(c3nnnn3C3CCCCC3)N3CCN4CCCC4C3)cc2c1 (stereo not given),-2.3,-2,1.0,-2.0,5,2,-1,-2,0.9,6,-0.7
CC(=O)c1cccc(OC(=O)C2=CC=CN3CCS(=O)(=O)N=C23)c1,1.3,0,0.3,-1.8,-83,-132,1,1,0.3,-65,-1.9
O=C(NCc1ccc(F)cc1)c1cc(C2CCCCN2C(=O)c2ccccc2)on1 (stereo not given),-0.7,2,x,0.8,1,-4,-4,-1,-0.6,1,-1.7
O=c1cc(CN2CCN(Cc3ccccc3)CC2)c2ccc(O)c(O)c2o1,-1.0,6,-0.2,0.9,-55,-18,-7,0,0.7,-31,-1.1
Cc1cc(C)c(C2=CC(=O)C[C@H](c3ccc4c(c3)OCO4)C2)c(C)c1,-1.0,-5,0.4,-1.7,-10,1,0,2,0.9,-9,-1.4
CS(=O)(=O)c1nc(S(=O)(=O)c2ccc(Cl)cc2)c(N2CCC(O)CC2)s1,-1.5,0,1.6,0.7,-3,-2,5,5,-0.4,3,-0.9
O=C(Cc1ccc(-c2ccccc2)cc1)OCC(=O)N1CCCC1=O,-0.1,3,1.2,-0.1,-8,-3,-4,-3,0.3,-2,-0.6
O=C(O)CCCC(=O)N1CCN(c2nc(-c3ccccc3)c3ccccc3n2)CC1,3.9,-4,1.7,-2.4,i,-172,-4,-1,0.8,i,-0.9
C=CCn1c(COc2ccc(Cl)cc2)nnc1SCC(=O)Nc1ccc(S(N)(=O)=O)cc1,3.3,2,1.3,2.9,1,6,-3,-2,0.0,4,-0.3
O=C(Nc1c(Cl)cccc1Cl)Oc1cccc2cccnc12,-1.4,2,x,-0.1,-22,1,1,-3,-1.9,-23,-1.6
O=C(Nc1cccc(S(=O)(=O)N2CCOCC2)c1)C1CCCC1,-1.5,-2,1.6,0.4,0,2,2,0,-0.7,2,-1.4
CC(C)n1cc(/C=C2/NC(=O)NC2=O)c2ccccc21,1.3,0,-0.7,-2.8,-6,-3,-7,5,-0.4,-4,-1.4
Cc1cc(Cl)ccc1OCCCC(=O)OCC(=O)Nc1cccc(S(N)(=O)=O)c1,-1.1,3,1.1,-2.2,-12,5,-1,-3,0.2,-3,-0.5
Cc1cc(C(=O)NC2CCCc3c2cnn3-c2ccc(C(C)(C)C)cc2)nn1C (stereo not given),-4.4,-5,-2.1,-6.4,-6,1,4,-4,-9.9,1,-2.1
CN(C)c1ccc(/C=[N+](\[O-])C2N(c3ccccc3)C(=S)SC2(C)C)cc1 (stereo not given),0.6,-3,-0.5,1.6,2,-2,5,-2,-0.5,3,-1.0
Cc1ccc(C(=O)NC2CCS(=O)(=O)C2)cc1S(=O)(=O)N1CCCCCC1 (stereo not given),-1.6,1,-0.8,-0.7,2,2,6,-3,0.0,4,-1.6
CCCN1Cc2cccc(C(=O)NCc3ccccc3OC)c2C1=O,-2.4,3,-0.8,-3.5,-16,-6,3,-1,-0.9,-6,-1.5
CCC[C@@H]1C[C@@H](C(=O)N[C@H]([C@@H](C)O)[C@H]2O[C@H](SC)[C@H](O)[C@@H](O)C2O)N(C)C1 (stereo not given in full),-0.1,3,-1.4,-2.6,-2,-1,-1,6,1.4,5,-1.0
CCN(CC)S(=O)(=O)c1ccc(C(=O)Nc2ccc3c(c2)OCO3)cc1,0.0,-5,0.2,-2.4,-2,-2,1,-4,1.0,1,-1.7
COc1ccc(NC(=O)CCN2CCOCC2)c(OC)c1,0.5,4,-0.4,1.1,-7,-9,2,-2,-1.0,-3,-1.7

# Results in hcDAF-12 act and DAX1 inh-1, for some of the entries so far:
canonical_smiles	hcDAF-12 act	DAX1 inh-1
COc1ccc(NC(=O)CCN2CCOCC2)c(OC)c1	0.5	-0.4
O=C(Nc1c(Cl)cccc1Cl)Oc1cccc2cccnc12	-1.4	x
